LEDGF integ inh: blocks HIV-1 LEDGF/p75-dependent DNA integration | inhibition, % at 3.7 µM | TR-FRET IN-LEDGF/p75 DNA integration, Eu/Cy5 | AID 743269 | hit rate 0.64% among 370,000;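 active = inhibition above the screen-wide mean plus 3 SD, cut at about 13% in these data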;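 note: signal is the Cy5 over europium emission ratio at 671 and 618 nm; 0% = plate median of compound wells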
ABHD4 inh: ABHD4 (mouse) inhibition, primary FP screen; purified mABHD4, FP-Rh probe fluorescence polarization; AID 720543; inhibition, % at 8.92 µM; hit rate 0.54% among 370,000; Q8VD66;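 active = inhibition exceeding the mean over every tested compound plus 3 SD, cut at about 30% in these data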;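 note: 0% = plate median of compound wells and 100% = S159A mutant with DMSO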
Target sequence (Q8VD66 whole entry, looked up): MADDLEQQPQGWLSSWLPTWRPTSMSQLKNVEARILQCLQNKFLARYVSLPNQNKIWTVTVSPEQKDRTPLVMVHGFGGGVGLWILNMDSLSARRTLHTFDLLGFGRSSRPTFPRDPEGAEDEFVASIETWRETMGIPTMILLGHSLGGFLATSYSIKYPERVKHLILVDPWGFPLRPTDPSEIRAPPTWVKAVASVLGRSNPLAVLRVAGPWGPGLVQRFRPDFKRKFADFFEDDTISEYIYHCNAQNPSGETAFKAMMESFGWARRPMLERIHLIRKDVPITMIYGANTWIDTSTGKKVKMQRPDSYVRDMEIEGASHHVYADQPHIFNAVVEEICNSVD
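Material: mouse ABHD4 enzyme, wild type; Benchmarks: S159A mutant high control, sample median low control; Buffer or medium: HEPES pH 7.0, NaCl, Pluronic buffer; Signal: fluorescence polarization; Read-out: percent inhibition of probe binding, normalized to plate controls; Timing: pre-incubation 45 min, probe exposure 60 min, at 25 °C; Dosing: 8.92 µM, single dose.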
PRMT1 inh: blocks human protein arginine methyltransferase 1. hit rate 1.3% among 370,000. inhibition, % at 2.79 µM. AID 652257. recombinant PRMT1, activity-based probe fluorescence polarization;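 active = inhibition above about 21% made by adding two undisclosed values, limit read from the data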
Target sequence (Q99873 whole entry, looked up): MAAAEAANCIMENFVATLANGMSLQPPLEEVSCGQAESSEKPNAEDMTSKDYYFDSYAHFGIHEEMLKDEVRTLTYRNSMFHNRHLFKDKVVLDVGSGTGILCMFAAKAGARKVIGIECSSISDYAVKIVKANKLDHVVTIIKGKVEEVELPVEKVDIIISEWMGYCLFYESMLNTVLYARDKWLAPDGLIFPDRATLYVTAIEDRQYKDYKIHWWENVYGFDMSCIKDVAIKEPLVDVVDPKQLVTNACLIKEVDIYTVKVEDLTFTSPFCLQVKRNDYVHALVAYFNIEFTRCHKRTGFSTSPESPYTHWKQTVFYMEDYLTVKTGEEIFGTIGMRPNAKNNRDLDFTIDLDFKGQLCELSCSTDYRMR
NR1D1 modulator: modulates human Rev-erb alpha binding to DNA. Rev-erbα–FITC-DNA binding, fluorescence polarization, 90 min. hit rate 0.79% among 370,000. P20393. activity, % at 10 µM;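 active = activity above about 14%, limit read from the data; passing the limit was not always enough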;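 note: 0% = DMSO wells with 35 nM protein and 100% = DMSO wells with 750 nM protein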
TCR CD3 inh: human TCR-CD3 binding inhibition. TAMRA-labeled TCR probe fluorescence, biochemical. inhibition, % at 9.4 µM. hit rate 0.37% among 360,000. AID 651800; in the data active = inhibition above about 19%;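 note: recombinant mutant TCR 2C K166C tagged with TAMRA read by polarization; 0% = receptor in buffer alone and 100% = receptor with positive control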
TDP2 absorb: blocks human TDP2 phosphodiesterase activity. O95551. recombinant TDP2, T5PNP hydrolysis, p-nitrophenol absorbance 415 nm. inhibition, % at 12.8 µM. hit rate 0.34% among 370,000;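 active = inhibition above the mean of all tested compounds plus 3 SD, set per campaign, cut at about 25% in these data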;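 note: 0% = DMSO with enzyme and 100% = buffer with substrate but no TDP2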
Target sequence (O95551 whole entry, looked up): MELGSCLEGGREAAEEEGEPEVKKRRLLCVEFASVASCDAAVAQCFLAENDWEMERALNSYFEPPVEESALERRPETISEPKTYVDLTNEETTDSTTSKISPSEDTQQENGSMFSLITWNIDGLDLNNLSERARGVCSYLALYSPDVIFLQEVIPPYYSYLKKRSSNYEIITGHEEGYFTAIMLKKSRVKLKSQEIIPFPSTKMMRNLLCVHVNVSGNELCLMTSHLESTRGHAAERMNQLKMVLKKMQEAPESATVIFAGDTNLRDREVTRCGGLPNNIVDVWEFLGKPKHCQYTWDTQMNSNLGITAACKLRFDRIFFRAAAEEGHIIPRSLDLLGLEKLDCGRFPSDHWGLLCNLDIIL
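System: recombinant human TDP2 / Amount: 120 nM TDP2 per well / Also added: 5 mM T5PNP chromogenic substrate / Doses: 12.8 µM single point, 1% DMSO / Incubation: 2 h at 37 °C / Detection: p-Nitrophenol epi absorbance / Evaluation: % inhibition relative to enzyme-containing and enzyme-free wells / Repeats: singlicate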
rCAG binder: r(CAG) repeat RNA binding | inhibition, % at 3 µM | hit rate 1.3% among 370,000 | AID 651821 | TO-PRO-1 dye displacement fluorescence;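 active = inhibition above the plate cutoff, the mean of all test compounds on that plate plus 3 SD, cut at about 35% in these data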;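 note: 0% = DMSO alone and 100% = 100 µM mitoxantrone as full dye displacement; higher means more dye released from RNA so lower well fluorescence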
PG9 binder: PG9 antibody binding by small molecule; TR-FRET gp120-PG9 antibody binding; inhibition, % at 6.7 µM; hit rate 0.43% among 360,000; in the data active = inhibition above about 8.5%
HTRA1 inhibitor: inhibitors of human serine peptidase HTRA1; Q92743; recombinant HTRA1, FP-rhodamine activity-based probe, fluorescence polarization; inhibition, % at 5.96 µM; hit rate 0.5% among 340,000; in the data active = inhibition above about 36%;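 note: 0% = enzyme with DMSO and 100% = wells lacking enzyme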
SIAE inh: inhibitors of human sialic acid acetylesterase SIAE; Q9HAT2; SIAE FP-Rh probe binding, fluorescence polarization; inhibition, % at 9.66 µM; hit rate 0.69% among 370,000;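 active = inhibition above a cutoff: mean of compounds within the control limits plus 3 SD of those, cut at about 17% in these data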;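 note: 0% = plate median of compound wells and 100% = probe without SIAE protein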
Numbers without * were called inactive; nt = no result given. This is a subset. The share of hits here may be higher or lower than overall.

SMILES | LEDGF integ inh | ABHD4 inh | PRMT1 inh | NR1D1 modulator | TCR CD3 inh | TDP2 absorb | rCAG binder | PG9 binder | HTRA1 inhibitor | SIAE inh
O=C(NCCc1ccc(C(F)(F)F)cc1)C1CCC(=O)N(CCc2cccc(F)c2)C1 (stereo unspecified) | 0 | 7 | -1 | -1 | 8 | 12 | -9 | -1.9 | -5 | 4
COc1ccc(S(=O)(=O)N2CCc3ccccc3C2)cc1OC | 2 | -6 | -3 | -4 | 1 | -21 | 1 | -2.6 | 5 | -4
COc1ccc(NC(=O)/C(C#N)=C/c2cc(C)n(-c3ccc(N4CCOCC4)c([N+](=O)[O-])c3)c2C)cc1 | 0 | 1 | 2 | 4 | 4 | -3 | 1 | -0.3 | 8 | 3
c1ccc2sc(SCc3ccc(-c4nnco4)cc3)nc2c1 | 6 | -20 | 1 | 3 | 3 | -10 | 6 | -1.9 | -24 | -2
COc1cc2c(cc1OC)CN(C(=O)CN1C(=O)c3ccc([N+](=O)[O-])cc3C1=O)CC2 | 0 | 3 | 1 | 4 | 5 | -2 | -2 | 1.1 | 6 | 2
FC(F)(F)c1ccc(-c2cccc3c2C2CC3CCN2Cc2ccc3c(c2)OCO3)cc1 (stereo unspecified) | -3 | 0 | -2 | 5 | 2 | 6 | 3 | -1.9 | nt | -1
CC(C)C[C@@H](CN)NC(=O)c1nc[nH]c1C(=O)N[C@@H](C)C(=O)CNC[C@H](CC(C)C)NC(=O)c1nc[nH]c1C(=O)N[C@@H](Cc1ccccc1)C(=O)O | 2 | 11 | 2 | 3 | 4 | 3 | 0 | 0.2 | 12 | 0
CCC(=O)Nc1c(C)c(CC)nc2ccccc12 | 3 | -1 | 2 | -2 | -5 | 5 | -1 | 1.0 | 7 | -1
O=C(COc1ccccc1C(=O)Nc1ccccc1)c1ccc(Br)cc1 | 3 | 3 | 1 | -2 | 1 | -5 | 2 | 0.6 | -3 | -2
COc1cc(C(C)=O)ccc1OCC(=O)Nc1cc(C)on1 | 1 | 5 | -2 | -2 | 5 | -2 | 4 | 3.2 | 3 | -7
Cc1ccc(S(=O)(=O)NCC(=O)NCCc2c[nH]c3ccccc23)cc1C | 1 | 4 | 0 | -4 | 6 | -13 | 4 | -2.8 | -2 | 0
Cc1ccc(F)c(S(=O)(=O)NC(=O)C2(C)CCN2C(=O)Cc2cccs2)c1 (stereo unspecified) | 2 | -3 | 4 | 0 | 0 | 7 | 1 | 1.8 | nt | 2
O=C(N/N=C/c1ccco1)c1ccccn1 | -1 | 3 | 1 | 5 | -9 | -19 | -3 | 0.1 | -1 | -7
Cc1ccc(S(=O)(=O)N2CCN(C(=O)c3sccc3-c3ccccc3)CC2)cc1 | -5 | -7 | -1 | 3 | -3 | -11 | -6 | -1.1 | -11 | -1
CCN1CCN(C(=S)NCC2CCCO2)CC1 (stereo unspecified) | 2 | 7 | -4 | 5 | 0 | 9 | 0 | 0.5 | -2 | 5
Cc1ccc(-c2nn3c(C)nnc3c3ccccc23)cc1S(=O)(=O)NCCO | 8 | 0 | 1 | 0 | -4 | -17 | 1 | -0.3 | -4 | -2
Cc1c(-c2nc(-c3cccnc3)no2)cccc1[N+](=O)[O-] | -2 | -6 | -4 | -4 | 2 | -2 | 0 | 0.2 | 7 | -1
O=C(CN1CCCCCC1)N/N=C/c1cccc(Cl)c1 | -1 | -5 | -3 | 6 | 2 | -1 | 0 | -1.5 | 2 | 0
O=S1(=O)c2ccc(N3CCCC3)cc2Oc2ccccc2CN1Cc1cn(Cc2ccccc2C(F)(F)F)nn1 | 0 | 1 | 2 | -1 | nt | 12 | 16 | nt | nt | 2
Nc1ccn(C2CCCCO2)c(=O)n1 (stereo unspecified) | -4 | 5 | 4 | 3 | -1 | 2 | 2 | 14* | 4 | 0
COc1ccc(Cl)cc1NC(=O)CN(C)C(=O)C1COc2ccccc2O1 (stereo unspecified) | 0 | -12 | 0 | 3 | -1 | -12 | 1 | -3.0 | 1 | -4
Cn1c(=O)c2c(ncn2CCC(=O)N/N=C/c2ccccc2)n(C)c1=O | 6 | -3 | 2 | -2 | 8 | -26 | 1 | -2.0 | 4 | -9
CCN(Cc1ccccc1)C(=O)c1cccc(S(=O)(=O)N2CCN(c3ccc(F)cc3)CC2)c1 | -1 | 2 | -3 | -1 | 6 | -5 | -1 | -2.0 | -17 | 3
Cc1cccc(NC(=O)COc2coc(CN3CCN(Cc4ccccc4)CC3)cc2=O)c1 | -3 | -1 | 6 | 4 | -9 | -11 | -10 | 1.1 | -2 | 5
CCCN(CCC)CCCNC(=O)C1c2cc(OC)c(OC)cc2C(=O)N(C)C1c1cccnc1 (stereo unspecified) | 0 | -2 | -4 | 1 | 2 | -5 | -2 | -1.4 | -3 | 3
O=C(COC(=O)c1cc(Cl)ccc1O)NCCC1=CCCCC1 | 0 | -1 | 0 | 0 | -4 | -2 | -4 | 2.0 | 1 | 17*
O=C(Cn1nc2n(c1=O)-c1ccccc1SC2)N/N=C/c1cccs1 | -4 | 4 | 6 | 0 | -6 | 2 | -1 | 0.8 | -6 | -6
O=C1CCN(S(=O)(=O)c2ccccc2)CCN1CCOCc1ccccc1 | 2 | -2 | 0 | 3 | -2 | 5 | -1 | 0.0 | 0 | 1
CCCCCOC(=O)Cn1c(=O)oc2ccc(C)cc21 | -4 | -2 | -2 | 2 | -4 | 1 | -6 | -1.9 | 0 | 6
CC(C)n1c(N)c(C#N)c2ccc([N+](=O)[O-])cc2c1=O | 1 | -5 | -2 | -1 | -4 | 6 | 2 | -0.4 | -10 | -3
O=C(Nc1ccc(S(=O)(=O)N2CCOCC2)cc1)c1cc(-c2cc(Cl)ccc2O)n[nH]1 | 1 | -96 | -4 | 4 | -1 | 5 | 46* | 0.3 | -64 | -99
CCCCC[n+]1cccc2c3ccccc3ccc21 | 2 | -1 | -1 | -2 | 6 | -3 | 7 | -3.2 | 0 | 0
CCCNC(=O)c1onc(CSc2ccc(F)c(F)c2)c1C(=O)NCCC | 4 | -1 | -1 | 4 | 3 | 2 | -9 | 0.8 | nt | 3
Cn1c(=O)c2c(nc(N3CCc4ccccc4C3)n2C)n(C)c1=O | 0 | -1 | -3 | 2 | 10 | 18 | -5 | -0.3 | -5 | 11
O=C(CC(=O)c1cccs1)c1ccncc1 | -3 | -1 | 1 | -8 | 2 | 2 | 4 | -0.1 | 8 | 9
COc1ccc(CCNc2oc(-c3ccccc3OC)nc2C#N)cc1OC | 2 | 2 | -1 | 0 | -3 | 2 | 0 | -1.9 | 1 | -1
Cc1cc(C)nc(-n2nc(C)cc2NC(=O)CN2CCc3ccccc3C2)n1 | 0 | -2 | 1 | -1 | 2 | -7 | -6 | -1.9 | -8 | -5
COC(=O)CC1C(=O)NCCN1Cc1cn(-c2ccc(C)cc2)nc1-c1cccc(C)c1 (stereo unspecified) | 3 | -3 | -5 | -4 | 3 | 3 | 0 | 0.2 | -32 | -3
COc1cc(/C=C2/C(=N)N3OC(C)=CC3=NC2=O)ccc1OC(=O)c1ccco1 | 0 | 0 | -1 | 8 | 1 | 4 | 1 | -2.6 | 0 | 4
CCC(=O)Nc1c(C)nn(-c2ccc(C)c(C)c2)c1C | -3 | 3 | -2 | 0 | -4 | 4 | -3 | -0.7 | -2 | 1
COc1ccc2nc3n(c(=O)c2c1)-c1ccccc1C(=O)NC3Cc1ccccc1 (stereo unspecified) | -1 | -2 | 3 | -6 | -1 | 4 | 2 | 1.1 | nt | 6
Cn1nnnc1SCc1nnc(-c2ccc(Cl)cc2)o1 | -2 | -5 | 1 | 0 | -1 | -10 | 1 | -1.5 | 7 | 3
NNC(=O)c1cc(Br)cs1 | -3 | -11 | 3 | -1 | -2 | -10 | 6 | 4.8 | -2 | 1
CCc1ccc(N=C2NC(=O)/C(=C/c3ccc(OCC(=O)O)cc3)S2)cc1 | -3 | -9 | 6 | 2 | -5 | 5 | 49* | -1.9 | -10 | -12
Nc1c(C(=O)Nc2ccc3c(c2)OCCO3)nnn1CCc1ccccc1 | -1 | -2 | 4 | 2 | -6 | 4 | 0 | -0.7 | 3 | 11
COc1ccc(CNc2ncc(-c3cccc([N+](=O)[O-])c3)n2C)c(OC)c1OC | -7 | 2 | 0 | -1 | 4 | 13 | 8 | -1.8 | -10 | 5
C[N+]1(CC(=O)Nc2ccccc2Cl)CCN(C(=O)c2cccs2)CC1 | -1 | 4 | 1 | 2 | 3 | 4 | 0 | 0.0 | 8 | -1
O=C1OC[C@@H]2CCCN2C(=O)[C@H](CC(=O)N(CCO)Cc2ccccc2)C/C=C\C[C@H]1Cc1ccc(F)cc1 | 2 | -5 | 1 | 1 | 4 | 3 | -8 | 0.6 | -1 | 2
C=CCn1c(C)nnc1SCC(=O)N1CCN(S(=O)(=O)c2ccccc2)CC1 | 0 | 4 | 0 | -6 | 4 | 11 | 1 | 1.1 | 4 | 1
Cn1ncc(Br)c1C(=O)NC(=S)N1CCN(c2ccccn2)CC1 | 0 | -5 | -4 | -2 | 9 | 4 | -3 | 0.3 | 6 | 3

Taken from above.
NNC(=O)c1cc(Br)cs1 in SIAE inh = 1
C=CCn1c(C)nnc1SCC(=O)N1CCN(S(=O)(=O)c2ccccc2)CC1 in TCR CD3 inh = 4
Cn1nnnc1SCc1nnc(-c2ccc(Cl)cc2)o1 in LEDGF integ inh = -2

Additional compounds.
SMILES | LEDGF integ inh | ABHD4 inh | PRMT1 inh | NR1D1 modulator | TCR CD3 inh | TDP2 absorb | rCAG binder | PG9 binder | HTRA1 inhibitor | SIAE inh
CN(C(=O)CSc1nncc2ccccc12)C1CCCCC1 | 4 | 0 | -2 | 1 | 3 | -5 | -5 | 0.3 | 4 | -3
Cc1ccc(Cl)cc1NC(=O)Nc1cccs1 | 1 | -3 | -3 | -1 | -10 | 1 | 3 | 0.4 | -6 | 7
CCOC(=O)c1oc2cccc(O)c2c1C | -2 | 1 | 1 | -1 | 5 | 3 | 1 | 2.1 | -6 | -4
COc1ccc(S(=O)(=O)N2CCCCC2)cc1NC(=O)Cc1c[nH]c2ccccc12 | -1 | -12 | 0 | 1 | 4 | 7 | 11 | 0.3 | -29 | -17
CN(CC(=O)Nc1c(Cl)cccc1Cl)C(=O)c1ccccc1-c1nc2ccccc2s1 | -2 | -9 | 4 | 0 | -1 | 7 | -5 | 0.7 | -8 | 0
Brc1ccc2c(c1)OCCOCCOCCOCCOCCO2 | -2 | -7 | -1 | 0 | 11 | 11 | -1 | -1.5 | 8 | 5
CCCC(=O)N1CCC(NS(=O)(=O)c2ccc3c(c2)CCN3C(C)=O)CC1 | 2 | -6 | 6 | -6 | nt | -5 | 0 | nt | nt | 1

3 compounds from above, arranged by molecular weight, highest first.
SMILES | LEDGF integ inh | ABHD4 inh | PRMT1 inh | NR1D1 modulator | TCR CD3 inh | TDP2 absorb | rCAG binder | PG9 binder | HTRA1 inhibitor | SIAE inh
CN(CC(=O)Nc1c(Cl)cccc1Cl)C(=O)c1ccccc1-c1nc2ccccc2s1 | -2 | -9 | 4 | 0 | -1 | 7 | -5 | 0.7 | -8 | 0
CCCC(=O)N1CCC(NS(=O)(=O)c2ccc3c(c2)CCN3C(C)=O)CC1 | 2 | -6 | 6 | -6 | nt | -5 | 0 | nt | nt | 1
CN(C(=O)CSc1nncc2ccccc12)C1CCCCC1 | 4 | 0 | -2 | 1 | 3 | -5 | -5 | 0.3 | 4 | -3
